Screens from PubChem.
PLCg1 inh = PLC-gamma1 enzyme inhibitors, primary screen, biochemical, fluorescence, purified enzyme. 1-phosphatidylinositol 4,5-bisphosphate phosphodiesterase gamma-1 (Homo sapiens), P19174. fluorogenic substrate. inhibition, % at 12.2 µM. 0.84% of 370,000 active. AID 720700, 2013; in the data active = inhibition above about 9.5%
TDP2 inh = human TDP2 enzyme inhibitors, primary screen, biochemical, epi absorbance, recombinant enzyme. AID 720702, 2013. 0.34% of 370,000 active. T5PNP hydrolysis, p-nitrophenol absorbance 415 nm. inhibition, % at 12.8 µM. Tyrosyl-DNA phosphodiesterase 2 (Homo sapiens), O95551;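 active = inhibition above the mean of all tested compounds plus 3 SD, set per campaign, cut at about 25% in these data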;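 note: 0% = DMSO with enzyme and 100% = buffer with substrate but no TDP2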
Target sequence (O95551 whole entry, looked up): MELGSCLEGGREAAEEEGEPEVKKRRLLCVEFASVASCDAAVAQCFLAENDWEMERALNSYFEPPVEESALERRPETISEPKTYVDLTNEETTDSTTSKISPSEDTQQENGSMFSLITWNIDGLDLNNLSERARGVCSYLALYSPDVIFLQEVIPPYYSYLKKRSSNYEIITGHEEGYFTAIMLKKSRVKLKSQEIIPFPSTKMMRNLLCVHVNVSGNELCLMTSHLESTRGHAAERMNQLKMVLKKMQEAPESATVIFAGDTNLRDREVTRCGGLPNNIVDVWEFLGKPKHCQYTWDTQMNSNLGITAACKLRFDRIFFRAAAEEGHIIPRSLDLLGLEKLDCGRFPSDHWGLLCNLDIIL
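Evaluation: % inhibition relative to enzyme-containing and enzyme-free wells. Material: recombinant human TDP2. Benchmarks: enzyme-free and DMSO wells. Timing: enzyme reaction with compound for 2 h at 37 °C. Compound dosing: 12.8 µM only. Measured by: p-Nitrophenol epi absorbance. Reagent: T5PNP substrate at 5 mM, a TopII-DNA adduct mimic. Replication: single well per compound.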
KLK7 zymogen act = proKLK7 zymogen activators, primary screen, biochemical, fluorescence intensity; Kallikrein-7 (Homo sapiens), P49862; purified proKLK7, EDANS-DABCYL substrate fluorescence; 100% is mature enzyme control, 0% vehicle; activation, % at 7 µM; 0.9% of 370,000 active;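 active = activation above the mean of all tested compounds plus 3 SD, computed per campaign excluding outliers beyond control limits, cut at about 13% in these data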
Target sequence (P49862 whole entry, looked up): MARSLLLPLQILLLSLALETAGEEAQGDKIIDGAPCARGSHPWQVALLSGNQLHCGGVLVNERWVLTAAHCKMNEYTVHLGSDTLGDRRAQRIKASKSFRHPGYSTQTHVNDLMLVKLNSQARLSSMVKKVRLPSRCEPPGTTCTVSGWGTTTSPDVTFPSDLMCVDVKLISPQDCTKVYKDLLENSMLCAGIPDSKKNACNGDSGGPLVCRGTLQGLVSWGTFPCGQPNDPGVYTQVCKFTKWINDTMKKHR
Tn6 DDE FP = inhibitors of Tn6 peptide binding to fibrin DD(E), primary screen, biochemical, fluorescence polarization, human fibrin, Tn6 probe | inhibition, % at 8.3 µM | 0.21% of 370,000 active | Fibrin DD(E) TRITC-Tn6 fluorescence polarization displacement;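 active = inhibition above a per-campaign cutoff: mean of compounds within control limits plus 3 SD, cut at about 15% in these data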;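 note: 0% = median of all compound wells on the plate and 100% = blocking peptide control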
ARFGAP1 inh = inhibitors of rat ARFGAP1 GAP activity, primary screen, biochemical, fluorescence polarization, GDP tracer | 0.26% of 360,000 active | ADP-ribosylation factor GTPase-activating protein 1 (Rattus norvegicus), Q62848 | inhibition, % at 16.5 µM | Arfgap1-stimulated ARF1 GTP hydrolysis, GDP FP detection | AID 651572, 2012;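 active = inhibition above a per-plate limit, mean inhibition of low control wells plus 3 SD, cut at about 25% in these data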;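 note: 0% = DMSO wells with enzyme and 100% = wells lacking Arfgap1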
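Material – truncated rat Arfgap1 GAP domain · Buffer or medium – HEPES-based buffer, pH 7.5 · Reagent – human ARF1(Δ1-17)-GTP substrate · Dosing – 16.5 µM single point, 1.26% DMSO · Schedule – GTP hydrolysis reaction 2 h at 25 °C · Technique – GDP detection by fluorescence polarization · Benchmarks – No-Arfgap1 wells (100%) versus DMSO full-reaction wells (0%) · Repeats – single replicate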
ASAP1 GAP inh = inhibitors of human ASAP1 ArfGAP activity, primary screen, biochemical, fluorescence polarization; ASAP1-stimulated ARF1 GTP hydrolysis, GDP FP detection; inhibition, % at 16.5 µM; Arf-GAP with SH3 domain, ANK repeat and PH domain-containing protein 1 (Homo sapiens), …; 0.19% of 360,000 active; in the data active = inhibition above about 25%;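 note: 0% = vehicle with enzyme and substrate and 100% = no enzyme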
Target sequence (Q9ULH1 325-724 limits assumed): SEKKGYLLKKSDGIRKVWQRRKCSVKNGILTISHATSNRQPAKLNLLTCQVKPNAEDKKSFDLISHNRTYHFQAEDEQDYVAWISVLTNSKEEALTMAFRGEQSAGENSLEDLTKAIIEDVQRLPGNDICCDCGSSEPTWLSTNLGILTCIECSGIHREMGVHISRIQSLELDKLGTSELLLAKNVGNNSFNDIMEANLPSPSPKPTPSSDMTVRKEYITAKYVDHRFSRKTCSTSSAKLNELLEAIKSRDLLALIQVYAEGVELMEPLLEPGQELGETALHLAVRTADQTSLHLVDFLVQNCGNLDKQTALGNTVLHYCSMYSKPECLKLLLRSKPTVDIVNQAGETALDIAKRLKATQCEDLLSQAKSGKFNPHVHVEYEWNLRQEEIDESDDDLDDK
LEDGF integ inh = blockers of LEDGF/p75-dependent integrase strand transfer – biochemical, TR-FRET, high throughput, primary screen. inhibition, % at 3.7 µM. AID 743269, 2014. TR-FRET IN-LEDGF/p75 DNA integration, Eu/Cy5. 0.64% of 370,000 active. HIV-1 integrase (with human LEDGF/p75);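 active = inhibition above the screen-wide mean plus 3 SD, cut at about 13% in these data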;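 note: signal is the Cy5 over europium emission ratio at 671 and 618 nm; 0% = plate median of compound wells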
Tn7 DDE FP = inhibitors of Tn7 peptide binding to fibrin DD(E), primary screen, biochemical, fluorescence polarization, human fibrin, Tn7 probe; Fibrinogen beta chain (Homo sapiens), P02675; 0.13% of 370,000 active; inhibition, % at 8.3 µM; AID 720508, 2013; FP displacement of FITC-Tn7 peptide from fibrin DD(E); 0% = median of compound wells per plate;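 active = inhibition above the mean of compounds falling within the control limits plus 3 SD of them, cut at about 14% in these data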;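 note: 0% = plate median of compound wells and 100% = 10 µM Aha-Tn7 peptide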
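Test system: human clot-derived fibrin DD(E) complex / Quantity: 2 µM final DD(E) protein / Incubation: 10 min plus 3 h, room temperature / Measured by: fluorescence polarization / Benchmarks: high control of 10 µM Aha-Tn7 peptide / Replicates: singlicate testing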
ADAM10 inh = human ADAM10 inhibitors, primary screen, biochemical, QFRET, HTS; recombinant ADAM10, EDANS/DABCYL FRET peptide cleavage, 3 h; 0.62% of 370,000 active; inhibition, % at 7 µM; Disintegrin and metalloproteinase domain-containing protein 10 (Homo sapiens), O14672;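 active = inhibition above a per-campaign cutoff equal to the mean of compounds falling between control-based bounds plus 3 SD, cut at about 20% in these data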;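 note: 0% = DMSO wells while the 100% control is not disclosed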
ADAM17 inh = ADAM17 inhibitors, primary screen, biochemical, QFRET; Disintegrin and metalloproteinase domain-containing protein 17 (Homo sapiens), P78536; recombinant ADAM17, EDANS/DABCYL FRET peptide cleavage; inhibition, % at 6.95 µM; 0.83% of 370,000 active; AID 720648, 2013;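 active = inhibition above the mean of compounds lying between control limits plus 3 SD, set per campaign, cut at about 8.5% in these data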;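 note: 0% = DMSO-only wells as the low control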
An asterisk follows results filed as active; i = inactive. Not a hit list (roughly 4.2% active in at least one column).

SMILES | PLCg1 inh | TDP2 inh | KLK7 zymogen act | Tn6 DDE FP | ARFGAP1 inh | ASAP1 GAP inh | LEDGF integ inh | Tn7 DDE FP | ADAM10 inh | ADAM17 inh
CS(=O)(=O)n1nc(OC(=O)c2cccc3ccccc23)cc1N | 5 | 3 | 0.3 | 5 | 0 | 4 | -1 | -7 | 0 | 2
CC1(C)C(=S)N(Cc2ccccc2)c2ccccc21 | 3 | 4 | -0.6 | -2 | 2 | 2 | 1 | 4 | -5 | 0
CC(C(=O)Nc1ccc(N2CCOCC2)cc1)N1C(=O)NC(C)(C)C1=O (configuration not stated) | 3 | 8 | -0.4 | -7 | 3 | 2 | 2 | 4 | -9 | -6
COc1cc2c(cc1O)C(Cc1ccc(O)cc1)[N+](C)([O-])CC2 (configuration not stated) | -11 | -2 | 0.4 | 2 | 5 | -4 | 2 | 5 | -8 | -1
O=S(=O)(c1ccccc1F)N1CCN(c2nc(-c3cccnc3)nc3ccccc23)CC1 | -20 | -3 | 0.3 | 1 | -3 | -3 | 2 | -4 | 8 | 3
O=C(N/N=C/C1CC=CCC1)c1cc(Br)ccc1O (configuration not stated) | -12 | 2 | 0.4 | -7 | 2 | -6 | 2 | -6 | -14 | -4
COC(=O)c1ccc(OCC(O)CN2CCN(CC(O)COc3ccc(C(=O)OC)cc3)CC2)cc1 (configuration not stated) | 1 | 0 | 0.4 | 5 | 7 | 15 | -3 | 2 | -6 | -4
CCOC(=O)Nc1ccc(S(=O)(=O)Nc2nc(C)cc(C)n2)cc1 | 0 | 8 | -0.6 | -5 | -1 | -4 | -1 | 0 | -1 | -2
Cn1c(=O)cc(OCC(=O)N2CCC(N3CCCCC3)CC2)c2ccccc21 | 1 | 6 | -0.1 | 1 | 7 | -7 | 1 | -6 | -7 | -1
O=C(Nc1cccnc1Cl)c1cc(-c2ccc(O)cc2)on1 | -4 | 7 | -0.4 | -2 | -10 | -7 | -1 | -2 | 0 | -4
N=c1scc(-c2ccccc2)n1/N=C/c1ccco1 | -13 | 2 | -0.9 | -2 | 7 | 3 | 2 | 3 | 17 | -2
CN(C)C1NC(=O)c2cc(-c3ccccc3)sc2N1 (configuration not stated) | 7 | -3 | -0.3 | -1 | 2 | 3 | -3 | 3 | -5 | -5
O=c1[nH]c(=S)[nH]c2c1C(c1cccc(C(F)(F)F)c1)OC(CCc1ccccc1)C2 (configuration not stated) | 5 | -16 | 0.3 | -4 | -5 | -2 | 8 | -7 | 27* | 14*
COc1cccc(C(c2sc3ncnn3c2O)N2CCc3ccccc3C2)c1 (configuration not stated) | 8 | -25 | -0.6 | 0 | -2 | -2 | 4 | -11 | 6 | 4
COc1cc2c(cc1NC(=O)Cc1ccc(C)cc1)oc1ccccc12 | 1 | -2 | -0.6 | -1 | -3 | -11 | 0 | 9 | -6 | 0
Cc1cc(C)c2cc(CN(CC3CCCO3)C(=S)NCc3ccco3)c(=O)[nH]c2c1 (configuration not stated) | -4 | -6 | 0.4 | 1 | 9 | -12 | 7 | 0 | -21 | -6
COc1ccc(C2CC(=O)c3c([nH]c(C(=O)OC(C)C)c3C)C2)cc1OC (configuration not stated) | 1 | 9 | 0.2 | 5 | -7 | 8 | 0 | -3 | -4 | -3
COC(=O)CN(C#N)c1nc(N(C)C)nc(N(C)C)n1 | 1 | -2 | 0.5 | 0 | -9 | 4 | 2 | -3 | 0 | 1
Nc1ccc(C(=O)N/N=C/c2cn(Cc3cccc(F)c3)c3ccccc23)cc1 | -53 | 4 | -0.8 | -6 | 13 | 13 | 1 | -2 | -16 | -2
CCN(C(=O)COC(=O)c1ccc(SC)cc1OC)C1CCS(=O)(=O)C1 (configuration not stated) | -2 | 2 | -0.3 | -10 | 12 | 5 | 3 | 1 | -21 | -3
Clc1ccc(OCCCN2CCCCC2)c(Br)c1 | 5 | -16 | -0.8 | -1 | 7 | 8 | -11 | 2 | -9 | 0
COc1ccc(OCC2CN(C3CCCC3)S(=O)(=O)CCO2)cc1 (configuration not stated) | 2 | -3 | -0.5 | 1 | -2 | -4 | -6 | 1 | 0 | -1
CCn1c(SCC(=O)c2cccs2)nnc1-c1ccco1 | 0 | -2 | -0.2 | -4 | 4 | -18 | 0 | 0 | -8 | 3
Cc1ccc(C(=O)Nc2ccccc2C(=O)NC(Cc2c[nH]c3ccccc23)C(=O)O)cc1 (configuration not stated) | -8 | 3 | 0.1 | -4 | 6 | 2 | -3 | -1 | 0 | -3
Cc1oc(-c2ccccc2)nc1C(=O)OCC(=O)NCc1ccc(Cl)cc1 | -1 | -7 | -0.9 | -9 | -5 | -2 | 2 | 0 | -10 | -3
O=C(c1ccc(F)c(S(=O)(=O)N2CCOCC2)c1)N1CCN(c2ncccn2)CC1 | -4 | 7 | 0.0 | -3 | 6 | 2 | -1 | -5 | -14 | -6
Cc1ccc(-c2nc(CN(C)C)cc(CN(C)C)c2O)cc1 | -96 | -2 | 7.1 | -1 | 8 | 3 | 2 | 2 | i | -228
CC(C)CN(C(=O)COC(=O)c1cc2c(s1)CCC2)C1CCS(=O)(=O)C1 (configuration not stated) | -1 | -8 | -0.6 | -8 | 9 | 20 | 3 | -1 | -22 | -8
COc1cc(/C=C2/C(=N)N3C=CSC3=NC2=O)ccc1OCCCOc1cc(C)ccc1C | -42 | 4 | 2.9 | 10 | -6 | -7 | 1 | 5 | -110 | -40
COCCNCCOCCOc1ccc(Cl)c(C)c1 | 2 | -1 | 0.5 | 13 | -6 | 11 | 0 | 1 | 6 | -1
COc1ccc(CCNc2nc(C)nc3c2nnn3Cc2ccccc2)cc1OC | -1 | -2 | 0.4 | 1 | -8 | -13 | -4 | 3 | 1 | -3
CCCCCc1ccc(-c2ccc(/C=C/C(=O)O)cc2)nc1 | -8 | 2 | 0.2 | -1 | -6 | -7 | 3 | 6 | -17 | -6
CN(CC(=O)Nc1ccc(F)cc1)C(=O)COC(=O)CSc1ccc(F)cc1 | 0 | 11 | -0.2 | -2 | -6 | 0 | 0 | 9 | -12 | -2
COc1ccc(-c2noc(-c3ccccc3-c3ccccc3)n2)cc1OC | 2 | -2 | 0.0 | 1 | 9 | 2 | 0 | 2 | 10 | 3
C=CC1C(N2CCOCC2)C(C)(C)S1(=O)=O (configuration not stated) | 5 | -3 | -0.1 | -6 | 13 | -22 | -3 | 5 | 5 | 2
CC(=O)Nc1ccc(NC(=O)C(C)Oc2ccc(C)nc2[N+](=O)[O-])cc1 (configuration not stated) | 0 | 2 | 0.1 | 0 | -8 | -5 | -2 | 4 | -7 | -3
CCCCCCn1c(=O)[nH]c2nc3cc(N)ccc3nc2c1=O | i | 11 | 14* | -3 | 0 | 8 | 4 | -5 | -6 | 2
CCC(C)c1ccc(OCCn2ccnc2)cc1 (configuration not stated) | 4 | 7 | 0.1 | 5 | -2 | 12 | 1 | 5 | -7 | 0
CCOc1ccc(NS(=O)(=O)c2ccc(NS(C)(=O)=O)cc2)cc1 | -1 | 6 | 0.6 | 3 | -8 | 9 | 2 | 0 | -5 | -2
CC(C)Nc1nc(-c2cccnc2)nc(-c2ccccc2)c1C#N | 4 | -21 | -0.4 | -2 | 7 | 4 | 2 | -4 | 0 | -2
COc1ccc(NS(=O)(=O)c2ccc(O)c([N+](=O)[O-])c2)cc1S(=O)(=O)N1CCCCC1 | 2 | -10 | 0.4 | 3 | 2 | -3 | 0 | -2 | -3 | 1
NC(c1ccccc1)c1cccs1 (configuration not stated) | 2 | -2 | -1.0 | 8 | 1 | -8 | 1 | 1 | 4 | -5
O=C(O)c1ccc(Oc2c(C(F)(F)F)oc3cc(O)ccc3c2=O)cc1 | -50 | 8 | 0.3 | 0 | -8 | 2 | 2 | 5 | -6 | -6
CC1CCCC(C)N1C(=O)COC(=O)c1cccs1 (configuration not stated) | 0 | -6 | -0.3 | 7 | -4 | -15 | 5 | -2 | -1 | -1
O=C(CSC1=NS(=O)(=O)c2cc(Cl)ccc2N1)NCc1ccccc1 | 2 | 0 | -0.2 | 0 | 4 | -6 | -1 | 14 | -17 | 0
O=C(CCC1CCCN(C(=O)CCN2CCCCC2=O)C1)NCc1ccccc1F (configuration not stated) | 5 | -13 | -1.0 | 0 | 2 | -17 | 0 | -3 | 0 | 0
Cc1cccc(C(=O)NCCc2nnc(SCC(=O)Nc3cccc(C(=O)O)c3)n2C)c1 | 3 | 0 | -0.4 | 2 | 5 | 15 | 0 | -8 | -3 | -1
CCN1CCc2nc3sc(C(=O)N4CCc5ccccc5C4)c(N)c3cc2C1 | -92 | 8 | -1.3 | 2 | 13 | 16 | 5 | -7 | -61 | -22
CC(Sc1nnc(C2CC2)n1C1CC1)C(=O)NC1(C#N)CCCCC1 (configuration not stated) | 4 | 3 | 0.3 | -1 | 17 | -5 | -1 | 2 | -17 | -4
CN(CC(=O)Nc1ccc(Cl)c(C(F)(F)F)c1)C(=O)c1ccc2c(c1)NC(=O)CS2 | 2 | -18 | -0.6 | -10 | -6 | -12 | 1 | -4 | 13 | 1

Ordered by value in PLCg1 inh (rising): three from the list above
SMILES | PLCg1 inh | TDP2 inh | KLK7 zymogen act | Tn6 DDE FP | ARFGAP1 inh | ASAP1 GAP inh | LEDGF integ inh | Tn7 DDE FP | ADAM10 inh | ADAM17 inh
CCN1CCc2nc3sc(C(=O)N4CCc5ccccc5C4)c(N)c3cc2C1 | -92 | 8 | -1.3 | 2 | 13 | 16 | 5 | -7 | -61 | -22
CN(CC(=O)Nc1ccc(Cl)c(C(F)(F)F)c1)C(=O)c1ccc2c(c1)NC(=O)CS2 | 2 | -18 | -0.6 | -10 | -6 | -12 | 1 | -4 | 13 | 1
O=C(CCC1CCCN(C(=O)CCN2CCCCC2=O)C1)NCc1ccccc1F (configuration not stated) | 5 | -13 | -1.0 | 0 | 2 | -17 | 0 | -3 | 0 | 0
